NPSR antagonist = antagonists of human neuropeptide S receptor cAMP signaling; Q6W5P4; CHO-NPSR cells, cAMP TR-FRET, antagonist mode; Potency, µM (highest dose often 38.3 µM), for the others: top-dose activity change, negative = inhibition, usual class: inhibitors; 220,000 compounds, 1% hits; AID 1461; note: potency is the fitted concentration of half-maximal effect; % is set by controls: 0 for no effect and ±100 for the full control effect; nearly all actives have a fitted effect of over 50% in size; many of its hits are not listed in these tables
Target sequence (Q6W5P4 whole entry, looked up): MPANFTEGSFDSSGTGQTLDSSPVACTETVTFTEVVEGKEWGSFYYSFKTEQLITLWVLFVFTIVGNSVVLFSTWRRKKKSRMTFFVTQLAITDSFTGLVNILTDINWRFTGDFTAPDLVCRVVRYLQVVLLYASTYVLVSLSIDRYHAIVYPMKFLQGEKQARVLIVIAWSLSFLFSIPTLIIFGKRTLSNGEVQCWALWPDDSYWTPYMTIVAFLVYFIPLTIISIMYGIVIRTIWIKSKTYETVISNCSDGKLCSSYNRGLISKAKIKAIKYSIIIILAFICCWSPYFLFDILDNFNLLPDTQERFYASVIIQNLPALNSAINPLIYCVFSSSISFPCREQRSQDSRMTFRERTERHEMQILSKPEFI
Luc counter = counter-screen: inhibitors of Kinase-Glo firefly luciferase. Potency, µM (series often up to 38.3 µM), for the others: at the highest dose activity change, negative = inhibition, hits mostly inhibitors. Kinase-Glo luciferase, ATP luminescence, 8 min. 200,000 compounds, 0.28% hits; note: potency is the fitted concentration of half-maximal effect; % is set by controls: 0 for no effect and ±100 for the full control effect; nearly all actives have a fitted effect of over 60% in size
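Substrate mix (final 50 mM imidazole pH 7.2, 50 mM KCl, 7 mM MgCl2, 10 uM ATP, 0.01% Tween 20, 0.05% BSA) plus pin-tool compound, then Kinase-Glo detection mix; 8 min ambient, luminescence read.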
Epigenetic reg = regulators of epigenetic silencing causing reporter derepression in mouse cells | murine LDR cells, GFP reporter derepression, 30 h | Potency, µM (doses to about 53.9 µM), without a hit: at the top dose GFP activation, usual class: activators | 280,000 compounds, 0.2% hits; note: potency is the fitted concentration of half-maximal effect; % of control where 0% means no effect; nearly all actives have a fitted effect of over 60% in size
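Derepression of a silenced CMV-GFP reporter in murine LDR cells is scored by enumerating GFP-positive cells with a laser-scanning microplate cytometer after 30 hours of treatment at 37 C.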
HttQ103 aggreg = reduces HttQ103-GFP aggregates in PC12 cells; PC12 HttQ103-GFP aggregates, Acumen cytometry, 40 h; Potency, µM (highest dose often 46.1 µM), inactives show at the highest dose activity change, negative = inhibition, actives largely listed as inhibitors; 220,000 compounds, 1.1% hits; note: potency is the fitted concentration of half-maximal effect; % is set by controls: 0 for no effect and ±100 for the full control effect; nearly all actives have a fitted effect of over 60% in size
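PC12 cells with ecdysone-inducible HTT exon1 Q103-GFP, induced by 100 nM tebufenozide, given compounds in a concentration series. GFP aggregates (1–25 um, 6 SD above background) counted in lysates by laser-scanning cytometry, 488 nm excitation.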
IMPase Li cell = cell-permeable IMPase inhibitors with lithium potentiation; CHO-M1 cells, IP1 TR-FRET (IP-One), carbachol + lithium; Potency, µM (top dose mostly 59.4 µM), for the others: at the highest dose activity, negative = IMPase inhibition, most hits filed as inhibitors; 210,000 compounds, 0.35% hits; AID 1457;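 note: IP1 builds up when IMPase is blocked and the TR-FRET signal falls; potency is the fitted concentration of half-maximal effect; plate controls were basal vehicle for no effect and high inhibitor control for full effect; nearly all actives have a fitted effect of over 50% in size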
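CHO cells stably expressing M1 receptor (2000/well, cultured 16–30 h) treated 30 min at 37C with compound plus low lithium. Cytosolic IP1 by TR-FRET (665/620 ratio and 620 channel) after 10 min lysis; AC50 by Hill fit.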
Lamin A splicing = modulators of lamin A splicing. HeLa LMNA splicing GFP/RFP minigene ratio, 48 h. 200,000 compounds, 0.01% hits. Potency, µM (titrated, usually from 46.1 µM), for inactives: at the highest dose ratio change, negative = inhibition, most hits filed as inhibitors. AID 1487; active = well fitted inhibition curve with a large enough effect in the signal ratio, with a control signal flat, not every such curve was filed as active; inconclusive = small, poorly fitted or top-dose-only effect, or effect the other way, or a change in a side signal; the % refers to the signal ratio; note: potency is the fitted concentration of half-maximal effect; % is set by controls: 0 for no effect and ±100 for the full control effect
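Read-out is the ratio of GFP to DsRed2 object intensity, acquired by 488 nm laser-scanning cytometry on HeLa lamin A-EGFP minigene reporter cells. Compound incubation 48 hrs at 37 °C in Opti-MEM with 2% FBS; DMSO 0.5% final.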
CBFb RUNX1 block = blocks binding between human CBF-beta and RUNX1; 230,000 tested, under 10 active; AlphaScreen CBFb-His/RUNX1-biotin binding, biochemical; AID 1477; Potency, µM (highest dose often 59.8 µM), without a hit: at the highest dose activity, negative = inhibition, usual class: inhibitors; Q01196+Q13951; note: % of control where 0% means no effect
Target sequence (Q01196 whole entry, looked up): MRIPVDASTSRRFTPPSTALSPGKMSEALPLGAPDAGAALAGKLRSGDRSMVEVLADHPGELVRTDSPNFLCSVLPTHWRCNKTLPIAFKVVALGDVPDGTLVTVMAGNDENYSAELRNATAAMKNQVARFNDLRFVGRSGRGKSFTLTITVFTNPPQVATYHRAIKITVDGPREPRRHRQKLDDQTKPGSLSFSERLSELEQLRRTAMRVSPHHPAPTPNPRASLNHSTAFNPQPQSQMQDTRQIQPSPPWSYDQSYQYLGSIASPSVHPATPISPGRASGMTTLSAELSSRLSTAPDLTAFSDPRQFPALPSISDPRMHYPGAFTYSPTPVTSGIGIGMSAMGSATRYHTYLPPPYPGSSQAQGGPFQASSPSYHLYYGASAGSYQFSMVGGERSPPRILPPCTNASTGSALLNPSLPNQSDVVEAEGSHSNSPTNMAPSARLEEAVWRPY
Target sequence (Q13951 whole entry, looked up): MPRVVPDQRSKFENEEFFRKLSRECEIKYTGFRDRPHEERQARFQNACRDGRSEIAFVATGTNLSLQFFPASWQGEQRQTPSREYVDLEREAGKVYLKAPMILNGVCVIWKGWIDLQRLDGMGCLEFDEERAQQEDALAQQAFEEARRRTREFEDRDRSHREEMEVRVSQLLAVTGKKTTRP
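CBF-beta (His) and RUNX1 (biotin), 30 nM each; 20 min preassociation; + compound, 15 min; + beads 50 ng each (Ni, streptavidin), 90 min; RT; AlphaScreen read.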
* hit, by the source's call; ? = inconclusive; nt = no result given; & = joins results of further samples; [ ] = another dose, or the depositor's remark. Unless noted, calls come from the whole dose curve; as a rule, active = well fitted curve in the direction sought with a large enough effect; inconclusive = small, poorly fitted or top-dose-only effect, or another doubt; inactive = no such curve, though single readings can be large; an effect the other way counts as inactive or inconclusive. This is a subset; count on the stated rates, not on these rows.

Under each structure – NPSR antagonist, Luc counter, Epigenetic reg, HttQ103 aggreg, IMPase Li cell, Lamin A splicing, CBFb RUNX1 block
CCOC(=O)C1=C(O)C(=O)N(c2ccccc2)C1c1cccc([N+](=O)[O-])c1 (configuration not stated)
  -11.9%, nt, 2.8%, -12.7%[9.22 µM], nt, nt, -1.6%
CSc1ccc(N2CCN(CCCNC(=O)Nc3ccccc3F)CC2)cc1
  4.6%[46.1 µM], 2.1%, 1.5%, -0.7%[9.22 µM], -28.4%[38.3 µM], 12.0%, -6.1%
CCCCn1c(=N)n(CC(=O)c2ccco2)c2ccccc21
  -5.7%[46.1 µM], -5.3%, -1.1%, -10.5%, 3.3%[38.3 µM], -4.8%, -4.3%
CCOc1ccc2c(CC)cc(=O)oc2c1OCC
  12.2%, -0.5%, 0.3%, -3.7%, 1.9%, 4.4%, -2.4%
CC(CC(=O)O)CC(=O)Nc1ccccc1C(=O)O (configuration not stated)
  -8.2%[46.1 µM], 2.6%, 1.1%, 5.7%, 18.5%[38.3 µM], -6.8%, 9.1%
Cc1ccc(NS(=O)(=O)c2cccc(C(=O)N/N=C/c3ccc4c(c3)OCCO4)c2)c(C)c1
  -26.3%, 2.8%, -0.9%, 9.8%, 1.2%, -2.3%, 3.8%
C/C(CC(=O)Nc1ccc(Cl)cc1Cl)=N\NC(=O)c1cnccn1
  0.1%, nt, 0.1%, 13.6%[9.22 µM], nt, nt, 4.6%
Cc1ccc(N2CC(C(=O)N3CCN(C(=O)c4ccco4)CC3)CC2=O)cc1 (configuration not stated)
  -6.7%[46.1 µM], -0.7%, -3.2%, -5.7%, -1.3%[38.3 µM], -7.8%, 2.9%
COc1cc(NC(=O)C2CCCN2C(=O)C2CCC(C)CC2)cc(OC)c1OC (configuration not stated)
  -5.9%[46.1 µM], -0.5%, -0.8%, -21.0%, 18.0%[38.3 µM], -9.0%, -3.3%
Cc1[nH]c2ccccc2c1CCN(Cc1cccnc1)C(=S)Nc1cccc(F)c1
  -53.9%, -0.1%, -3.3%, -21.0%, 15.6%, ?, -6.0%
CC(=O)NNC(=S)NC(=O)c1ccc(C)cc1
  13.6%, -7.3%, -0.1%, 5.6%[9.22 µM], 2.2%, 31.1%[46 µM], -6.2%
Oc1ccc(Cl)cc1C(C#Cc1ccccc1)N1CCOCC1 (configuration not stated)
  -15.2%[46.1 µM], 1.3%, -3.4%, ?, 14.7%, -17.0%, 19.0%
CCCCOc1ccc(-c2ncc(C(=O)O)c(C)n2)cc1
  -10.0%[46.1 µM], -6.1%, -0.7%, -4.6%, 7.0%[38.3 µM], 15.9%, -0.9%
COc1ccnc(N2CCN(c3ccccc3)CC2)c1C#N
  -20.7%[46.1 µM], 2.7%, 0.9%, 0.1%, 1.6%, -7.2%, 3.0%
Cc1c(C(=O)O)c(-c2ccccc2)nn1-c1ccccc1
  -3.9%[46.1 µM], -0.2%, 7.2%, -5.2%, 18.8%[38.3 µM], 0.7%, 10.5%
COc1ccccc1CC(=O)NNC(=O)c1cccs1
  -8.4%, 0.2%, -4.1%, -23.6%[9.22 µM], -3.3%, nt, 2.1%
CCn1c(Cc2ccccc2)nnc1SCC(=O)Nc1ccccc1F
  -0.7%, 1.7%, -5.1%, 5.3%[9.22 µM], 10.1%, 17.1%[46 µM], 4.5%
Cc1cc(CNC(=O)C(C)Cc2ccccc2)nn1C (configuration not stated)
  13.5%, 12.2%&-2.4%, 0.3%&1.3%, 6.3%, 0.7%&5.2%, 10.3%, 1.2%[2.36 µM]
CSc1ccccc1C(=O)Nc1ccc2c(c1)OCCO2
  -4.8%[46.1 µM], -12.8%, -0.7%, 15.9%, -8.7%[38.3 µM], 3.4%, 12.7%
Cc1ccc(C)c(OCc2nnc(NC(=O)c3ccco3)s2)c1
  -2.3%[46.1 µM], -1.6%, -1.1%, 17.8%, 23.1%[38.3 µM], 22.8%, 1.6%
COC(=O)c1ccc(C(=O)OC)c(NC(=O)CN(C)Cc2ccc(Cl)c(Cl)c2)c1
  -39.7%, 0.7%, -1.0%, 11.5%, 11.5%, ?, 5.7%
COc1ccc(C(N)=S)c(OC)c1
  20.1%, -0.9%, 0.0%, 3.4%, 3.7%, 11.2%, -0.5%
CCC(=O)N1CCN=C1SCc1ccc(F)cc1
  5.2%[46.1 µM], -0.2%, -1.2%, -11.9%, -2.9%[38.3 µM], -15.9%, -3.1%
COc1ccc(CCNC2CC(=O)N(CCc3ccccc3)C2=O)cc1OC (configuration not stated)
  -5.6%[46.1 µM], -0.3%, 0.7%, -2.7%, 7.4%[38.3 µM], 6.8%, -1.6%
O=C1CCCN1CC(CN1CCOCC1)Sc1nnnn1-c1ccccc1 (configuration not stated)
  -8.8%[46.1 µM], 2.4%, -1.2%, -6.9%, -3.2%[38.3 µM], 22.9%, 6.2%
O=C(C[n+]1cc(-c2ccccc2)n2c1CCC2)OCc1ccccc1
  21.5%, -2.1%, 1.0%, -4.8%, -4.0%, ?, 0.6%
CCS(=O)(=O)NCc1ccc2[nH]c3c(c2c1)CCCC3
  -6.4%[46.1 µM], 13.5%, 1.8%, 13.2%, 10.2%[38.3 µM], -3.3%, -16.8%
CC(C)(Oc1cccc2ccccc12)C(=O)O
  -22.2%[46.1 µM], 11.8%, -4.0%, 1.5%, -11.8%[38.3 µM], ?, 2.9%
COC(=O)[C@@]1(Cc2ccccc2-c2ccco2)C=C[C@H](C)[C@@H](c2ccccc2)N1C(=O)C(F)(F)F
  nt, -2.9%, 1.1%, nt, 25.0%, nt, -1.3%
CN(C)C(=O)c1ccc(NC(=O)c2cc(-n3cnnc3)ccc2Cl)cc1
  3.2%, -4.4%, -1.3%, -17.8%, 1.5%, 5.5%, 16.0%
Cc1cccc(NC(=O)CN(C)S(=O)(=O)c2ccccc2)n1
  5.0%[46.1 µM], -4.8%, 0.0%, -6.9%, 17.7%[38.3 µM], -5.7%, 1.9%
O=C(CN1C(=O)c2ccccc2S1(=O)=O)NCCSCc1ccco1
  -18.9%[46.1 µM], -4.0%, 0.8%, -5.1%, -2.0%[38.3 µM], -8.6%, 7.4%
Cn1c(=O)c(C(=O)CN2CCN(S(=O)(=O)c3ccccc3)CC2)c(N)n(Cc2ccccc2)c1=O
  8.4%, 0.6%, 0.0%, 12.2%, 5.3%, -3.2%, -28.3%
Cc1ccc2ncc([N+](=O)[O-])n2c1
  -3.4%[46.1 µM], 2.2%, 1.3%, -14.9%, -1.6%[38.3 µM], 6.8%, -2.7%
O=C(Cc1c[nH]c2ccccc12)NC1(C(=O)NC2CCCCC2)CCCCC1
  2.0%, -4.0%, 2.2%, 24.1%, 4.4%, -7.9%, -5.2%
CCOc1ccc(N/C(=N/c2nc(C)cc(C)n2)NC(C)=O)cc1
  -0.7%, nt, -1.1%, 5.8%[9.22 µM], nt, nt, 15.6%
CSc1nc(=S)c2[nH]c(=S)[nH]c2[nH]1
  ?, nt, -1.3%, 2.5%[9.22 µM], nt, nt, -7.1%
CCn1c(SCC(=O)Nc2sc3c(c2C(N)=O)CCC(C)C3)nnc1-c1ccco1 (configuration not stated)
  -12.8%[46.1 µM], 1.2%, 0.0%, -14.3%, -11.5%[38.3 µM], -13.6%, -9.2%
COc1ccc(C2C(C(=O)Nc3cccnc3)=C(C)Nc3nc(-c4cccs4)nn32)cc1 (configuration not stated)
  -15.1%[46.1 µM], 0.9%, -1.0%, -1.3%, -0.7%, ?, -3.8%
COC(=O)C(C(=O)N1CCN(C)CC1)C1CCCCCC1 (configuration not stated)
  2.0%[46.1 µM], -2.4%, -3.9%, 0.3%, 33.2%[38.3 µM], -13.5%, 15.0%
CC1=C(C(=O)Nc2cc(C)ccn2)C(c2cnn(C)c2)C2=C(CC(c3ccccc3)CC2=O)N1 (configuration not stated)
  5.8%, -0.7%, 3.4%, 14.7%, 4.9%, -4.7%, 14.0%
O=C(CSc1nnc(NC2CCCCC2)s1)NC1CCS(=O)(=O)C1 (configuration not stated)
  -6.9%[46.1 µM], -2.6%, -7.1%, 0.4%, -0.4%[38.3 µM], 19.1%, 23.4%
CCCn1nnnc1NC(=O)c1ccc(C)cc1Cl
  -3.5%[46.1 µM], -1.2%, 0.0%, -8.8%, -28.5%[38.3 µM], 1.2%, -0.3%
CCOC(=O)CC(=O)Nc1ccc(C(=O)OCC)cc1
  -2.5%[46.1 µM], -2.4%, 0.0%, -11.2%, 13.6%[38.3 µM], -1.6%, -2.5%
CCN=C1S/C(=C\c2ccc(OCC)c(OC)c2)C(=O)N1CC
  -3.3%, 1.8%, -1.0%, -8.4%, 0.5%, -14.9%, 5.8%
COCCCN=Cc1c(-c2ccccc2)[nH]n(-c2nc3ccccc3s2)c1=O
  -54.4%, nt, 0.0%, 16.6%[9.22 µM], nt, nt, 3.6%
NC(=S)NNC(=O)COc1ccccc1O
  18.8%, nt, 1.4%, -1.6%[9.22 µM], nt, nt, 8.2%
COc1cccc(C2CC(c3ccccc3Cl)n3nc(N)nc3N2)c1 (configuration not stated)
  -7.6%[46.1 µM], 0.8%, 0.8%, -19.4%, -11.2%[38.3 µM], 2.7%, -0.1%
COCC(=O)N(CCc1ccc(OC)c(OC)c1)Cc1cc2cc(C)ccc2nc1Cl
  -0.1%, 1.4%, -1.1%, -16.7%, 5.1%, nt, -0.2%
CCOc1cccc2cc(C(=O)Nc3ccccc3-c3ccccc3)c(=O)oc12
  -13.1%, -1.6%, 3.0%, 2.8%, -3.4%, 3.5%, -10.1%

One compound at a time, from the list above.
Record of COCC(=O)N(CCc1ccc(OC)c(OC)c1)Cc1cc2cc(C)ccc2nc1Cl : NPSR antagonist = -0.1%; Luc counter = 1.4%; Epigenetic reg = -1.1%; HttQ103 aggreg = -16.7%; IMPase Li cell = 5.1%; Lamin A splicing = nt; CBFb RUNX1 block = -0.2%
Record of CC1=C(C(=O)Nc2cc(C)ccn2)C(c2cnn(C)c2)C2=C(CC(c3ccccc3)CC2=O)N1 (configuration not stated) : NPSR antagonist = 5.8%; Luc counter = -0.7%; Epigenetic reg = 3.4%; HttQ103 aggreg = 14.7%; IMPase Li cell = 4.9%; Lamin A splicing = -4.7%; CBFb RUNX1 block = 14.0%

Assay outcomes from PubChem BioAssay.
